proCasp3 act = activators of human procaspase-3 | P42574 | recombinant procaspase-3 D3A, Ac-DEVD-pNA absorbance 405 nm | activation, % at 8.5 µM | 330,000 tested, 0.11% active | AID 463141;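 active = activation above the mean of all tested compounds plus 3 SD, cut at about 21% in these data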;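 note: 0% = DMSO alone and 100% = DMSO wells spiked with extra 5 µM PC-3 D3A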
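Evaluation: percent activation relative to control range; Material: Procaspase-3 D3A mutant, all three cleavage aspartates alanine; Compound: single dose, 8.5 µM nominal compound, 0.8% DMSO; Replication: one well per compound; Signal: absorbance at 405 nm, 0 and 120 min; Schedule: 1 h preincubation plus 2 h reaction at 25 °C.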
LAP4 TOR yeast = yeast TOR pathway LAP4-GFP modulation. AID 2023. S. cerevisiae LAP4-GFP multiplex, flow cytometry GFP, 3 h; median GFP as percent of DMSO wells. 320,000 tested, 0.34% active. GFP response vs DMSO, % at 10 µM;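 active = GFP response vs DMSO above a set limit, about the screen mean plus 3 SD, cut at about 150% in these data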
EBNA-1 inhibitor = blocks EBNA-1 binding to DNA | EBNA-1 DNA binding, fluorescence polarization | inhibition, % at 14.8 µM | 300,000 tested, 0.34% active | AID 1950; in the data active = inhibition above about 28%
proCasp7 act = counter-screen for procaspase-3 activators: activators of human procaspase-7; recombinant procaspase-7, Ac-DEVD-pNA absorbance 405 nm; D23A/D198A/D206A triple mutant, cannot self-cleave; scale: DMSO 0, 5 µM enzyme 100; activation, % at 8.5 µM; 330,000 tested, 0.093% active; AID 463210;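 active = percent activation above the screen-wide mean plus 3 SD, cut at about 25% in these data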
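Material: Procaspase-7 triple mutant (PC-7 D3A) | Quantity: 2 µM procaspase-7 mutant as dispensed | Reagent: DEVD-pNA substrate | Times: 1 h preincubation, 2 h reaction | Technique: 405 nm absorbance of p-nitroaniline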
MEP2 TOR yeast = alters MEP2-GFP fluorescence in TOR pathway yeast screen; GFP response vs DMSO, % at 10 µM; 330,000 tested, 0.51% active; S. cerevisiae MEP2-GFP strain, flow cytometry GFP, 3 h; 100% = DMSO control level;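 active = GFP response versus DMSO above a set limit, roughly screen mean plus 3 SD, cut at about 180% in these data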;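 note: median GFP fluorescence of the barcode-gated MEP2-GFP cells per well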
RPL19A TOR yeast = alters RPL19A-GFP fluorescence in TOR pathway yeast screen; S. cerevisiae RPL19A-GFP strain, flow cytometry, 3 h; hits give low values; percent response vs DMSO, % at 10 µM; 330,000 tested, 0.3% active;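 active = percent response vs DMSO below 50%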;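 note: median channel GFP fluorescence of the barcoded RPL19A-GFP strain; ratio of sample median GFP to plate DMSO average so 100% = DMSO; lower means less RPL19A-GFP as with rapamycin TOR inhibition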
ZTA DNA inh = counter-screen for EBNA-1 inhibitors: inhibitors of Epstein-Barr virus ZTA; P03206; ZTA-DNA binding, fluorescence polarization; inhibition, % at 11 µM; 320,000 tested, 0.15% active; AID 2234; in the data active = inhibition above about 33%
AHR activator = activators of human aryl hydrocarbon receptor; P35869; AHR-responsive luciferase reporter cells, luminescence; activation, % at 5 µM; 320,000 tested, 2.5% active; in the data active = activation above about 47%;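 note: 0% = vehicle wells and 100% = reference agonist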
* = called active by the depositor; x = not tested or not shown; + = active, no number; & = joins results of further samples.

1	CC(=O)N1CCc2c(sc(NC(=O)C3CC3)c2-c2nc3ccccc3s2)C1
2	CCN(C(=O)COC(=O)COc1ccc2c(C)cc(=O)oc2c1)C1CCS(=O)(=O)C1 (stereo unspecified)
3	CC1(C)CC(=O)C(C(C2=C(O)CC(C)(C)CC2=O)c2ccc([N+](=O)[O-])cc2)C(=O)C1 (stereo unspecified)
4	Oc1ccc(Cl)cc1-c1cc(-c2ccccc2)n[nH]1
5	c1ccc(CCN2CCN=C2Nc2ccccc2)cc1
6	CSc1sc2ccccc2[n+]1CCCS(=O)(=O)[O-]
Screen / compound no.	1	2	3	4	5	6
proCasp3 act	2	9	-12	6	3	-19
LAP4 TOR yeast	107	96	92	111	108	93
EBNA-1 inhibitor	2	1	0	-6	-4	-12
proCasp7 act	0	-4	-11	-1	7	-31
MEP2 TOR yeast	112	107	93	105	102	98
RPL19A TOR yeast	99	102	103	94	99	97
ZTA DNA inh	0	6	8	-5	4	-14
AHR activator	106*	4	1	66*	1	1

7	COc1ccc(NC(=O)COC(=O)c2ccc(-n3cnnn3)cc2)cc1Cl
8	CC(C)CCC(C(=O)O)C(C)CC(=O)NNC(=O)c1ccco1 (stereo unspecified)
9	Cc1ccc(C(=O)N(CC(=O)NC2CCCC2)c2ccccc2C)s1
10	CCNC(=O)NC(=O)C(C)Sc1nc2ccccc2n1CC(C)C (stereo unspecified)
11	CCOC(=O)c1c(NC(=S)NC(=O)c2cnn(CC)c2)sc2c1CCC(C)C2 (stereo unspecified)
12	Cc1c(C=O)c(=O)n(-c2ccccc2)n1C
Screen / compound no.	7	8	9	10	11	12
proCasp3 act	-2	7&-3	2	-8	-12	3
LAP4 TOR yeast	108	99&93	107	89	101	100
EBNA-1 inhibitor	10	4&4	0	-1	-11	+
proCasp7 act	3	-5&5	13	2	-1	-1
MEP2 TOR yeast	98	97&83	98	92	102	115
RPL19A TOR yeast	97	95&91	102	88	99	109
ZTA DNA inh	13	11&-10	0	-15	-23	+
AHR activator	1	-1&0	4	2	5	-1

13	Cc1ccc(NC(=O)c2oc3ccccc3c2COC(C)C)cc1S(=O)(=O)N1CCOCC1
14	COC(=O)c1ccc(-c2nc3cc(Cl)c(N)cc3s2)cc1
15	CC1C(=O)N2CCCc3cc(NS(C)(=O)=O)cc1c32 (stereo unspecified)
16	Cc1c(C(=O)N(C)C)sc(NC(=O)c2cccc([N+](=O)[O-])c2)c1C#N
17	O=[N+]([O-])c1cccc(Cl)c1NCCNc1ncc(C(F)(F)F)cc1Cl
18	COc1ccc(-n2nc(C(=O)NCC(=O)N3CCCC3)c3ccccc3c2=O)c(OC)c1
Screen / compound no.	13	14	15	16	17	18
proCasp3 act	2	-6	3	10	-2	-7
LAP4 TOR yeast	90	105	97	105	101	101
EBNA-1 inhibitor	x	-2	-2	4	4	0
proCasp7 act	-12	7	1	0	-8	10
MEP2 TOR yeast	104	105	101	103	97	102
RPL19A TOR yeast	97	101	100	101	92	100
ZTA DNA inh	x	-23	-10	10	-6	-17
AHR activator	1	2	1	2	-2	0

19	COc1ccc(CCCC(=O)N/N=C/c2ccccc2OC)cc1
20	CCC1CCCCN1S(=O)(=O)c1ccc(C(=O)N(CCCN(C)C)c2nc3cc4c(cc3s2)OCO4)cc1 (stereo unspecified)
21	CC1CCCCC1NC(=O)C1CCN(S(=O)(=O)N2CCCCCC2)CC1 (stereo unspecified)
22	CCCC(=O)Nc1c(C(=O)OCC)oc2ccccc12
23	Cc1c(C)n(CC(O)CN2CCCCC2)c2ccccc12 (stereo unspecified)
24	CN1C(=O)/C(=C\c2ccc(-c3ccccc3)o2)SC1=S
Screen / compound no.	19	20	21	22	23	24
proCasp3 act	-1	-2	12	8	-2	4
LAP4 TOR yeast	100	97	106	104	103	120
EBNA-1 inhibitor	4	3	-3	9	8	-1
proCasp7 act	14	1	4	1	6	-3
MEP2 TOR yeast	122	106	106	101	99	104
RPL19A TOR yeast	101	102	x	95	105	102
ZTA DNA inh	-9	6	1	3	-3	-6
AHR activator	12	-5	-3	20	1	7

25	COC(=O)C1=C(C)NC(C)=C(C(=O)OC)C1c1ccc(-c2cccc(Cl)c2Cl)o1
26	O=C(O)CC(C(=O)Nc1ccc(Cl)cc1Cl)C1CCCO1 (stereo unspecified)
27	Cc1cc(-c2cc(C(=O)NCc3ccccc3)on2)nc(S(C)(=O)=O)n1
28	CC(C)CN(C(=O)c1ccc(S(=O)(=O)N2CCOCC2)cc1)C1CCS(=O)(=O)C1 (stereo unspecified)
29	Cc1ccc(S(=O)(=O)Nc2cccc(C(=O)NCc3cccnc3)c2)cc1F
30	COc1ccc(CCNC(=O)COC(=O)c2ccco2)cc1OC
Screen / compound no.	25	26	27	28	29	30
proCasp3 act	-21	0	10	6	6	5
LAP4 TOR yeast	109	96	103	106	98	101
EBNA-1 inhibitor	-3	6	0	-2	-5	-13
proCasp7 act	-28	-5	7	0	2	-4
MEP2 TOR yeast	106	99	98	108	97	98
RPL19A TOR yeast	101	94	95	106	99	104
ZTA DNA inh	-16	0	13	-21	-15	-4
AHR activator	29	2	0	1	1	2

31	Cc1cc(C)cc(NC(=S)N2CCC(NC(=O)c3ccco3)CC2)c1
32	COc1ccc(CC(=O)Nc2ccc(S(=O)(=O)N3CCCC3)cc2)cc1OC
33	C=CCCC(=O)Nc1ccc(Br)cn1
34	Cc1[nH]n(-c2ccccc2)c(=O)c1/C=N\NC(=O)C1COc2ccccc2O1 (stereo unspecified)
35	O=C(O)CCC(=O)Nc1ccc(S(=O)(=O)N2CCCC2)cc1
36	O=C(O)C(Cc1ccccc1)N1Cc2ccccc2C1=O (stereo unspecified)
Screen / compound no.	31	32	33	34	35	36
proCasp3 act	0	5	-2	2	-5	2
LAP4 TOR yeast	101	92	100	74	90	101
EBNA-1 inhibitor	-2	x	7	-2	-10	-3
proCasp7 act	-15	6	2	11	9	-1
MEP2 TOR yeast	106	107	102	87	100	103
RPL19A TOR yeast	103	102	97	111	88	103
ZTA DNA inh	3	x	-6	12	-10	-6
AHR activator	0	-1	9	19	-1	1

37	CCc1ccc(-c2cn3c(n2)SCC3)cc1
38	CCC(c1nnnn1CS(=O)(=O)c1ccc(C)cc1)N1CCN(c2nc3ccccc3s2)CC1 (stereo unspecified)
39	O=C(c1cccnc1)N1CCN(CCCc2ccccc2)CC1
40	Cc1noc(C)c1COc1ccc(C(=O)N2CCN(S(=O)(=O)c3ccccc3)CC2)cc1
41	Cc1nccn1CCCNC(=O)CC1C(=O)NCCN1Cc1ccc(Cl)c(F)c1 (stereo unspecified)
42	CNCC(C)COc1ccccc1OCc1ccccc1 (stereo unspecified)
Screen / compound no.	37	38	39	40	41	42
proCasp3 act	6	1	10	3	3	-1
LAP4 TOR yeast	105	105	93	109	84	95
EBNA-1 inhibitor	-15	11	-6	x	-6	-2
proCasp7 act	1	2	0	0	6	-3
MEP2 TOR yeast	105	101	96	101	104	110
RPL19A TOR yeast	96	102	99	96	100	98
ZTA DNA inh	-11	1	-15	11	-6	-2
AHR activator	-2	3	2	0	4	0

43	CCc1ccc2[nH]c(=O)c(CN(CCN(CC)CC)C(=O)NC3CCCCC3)cc2c1
44	O=C(CSCc1c[nH]c(=O)[nH]c1=O)OCC(=O)c1ccc(Br)cc1
45	CCOC(=O)Nc1ccc(S(=O)(=O)NCCCN2CCOCC2)cc1
46	COc1cc(NC(=O)c2ccc(C)cc2C)ccc1NC(=O)c1cccs1
47	O=C(CN(c1ccc(F)cc1)S(=O)(=O)c1ccc2c(c1)OCCO2)NCc1cccnc1
Screen / compound no.	43	44	45	46	47
proCasp3 act	-1	-6	6	4	6
LAP4 TOR yeast	100	98	113	86	114
EBNA-1 inhibitor	10	14	-5	-16	-13
proCasp7 act	8	-3	8	4	17
MEP2 TOR yeast	105	96	102	97	104
RPL19A TOR yeast	101	101	105	93	94
ZTA DNA inh	2	2	17	-8	13
AHR activator	8	-1	0	4	2

14 structures already listed, arranged by formula weight, largest number first:
38	CCC(c1nnnn1CS(=O)(=O)c1ccc(C)cc1)N1CCN(c2nc3ccccc3s2)CC1 (stereo unspecified)
47	O=C(CN(c1ccc(F)cc1)S(=O)(=O)c1ccc2c(c1)OCCO2)NCc1cccnc1
40	Cc1noc(C)c1COc1ccc(C(=O)N2CCN(S(=O)(=O)c3ccccc3)CC2)cc1
43	CCc1ccc2[nH]c(=O)c(CN(CCN(CC)CC)C(=O)NC3CCCCC3)cc2c1
41	Cc1nccn1CCCNC(=O)CC1C(=O)NCCN1Cc1ccc(Cl)c(F)c1 (stereo unspecified)
44	O=C(CSCc1c[nH]c(=O)[nH]c1=O)OCC(=O)c1ccc(Br)cc1
32	COc1ccc(CC(=O)Nc2ccc(S(=O)(=O)N3CCCC3)cc2)cc1OC
45	CCOC(=O)Nc1ccc(S(=O)(=O)NCCCN2CCOCC2)cc1
Screen / compound no.	38	47	40	43	41	44	32	45
proCasp3 act	1	6	3	-1	3	-6	5	6
LAP4 TOR yeast	105	114	109	100	84	98	92	113
EBNA-1 inhibitor	11	-13	x	10	-6	14	x	-5
proCasp7 act	2	17	0	8	6	-3	6	8
MEP2 TOR yeast	101	104	101	105	104	96	107	102
RPL19A TOR yeast	102	94	96	101	100	101	102	105
ZTA DNA inh	1	13	11	2	-6	2	x	17
AHR activator	3	2	0	8	4	-1	-1	0

31	Cc1cc(C)cc(NC(=S)N2CCC(NC(=O)c3ccco3)CC2)c1
39	O=C(c1cccnc1)N1CCN(CCCc2ccccc2)CC1
42	CNCC(C)COc1ccccc1OCc1ccccc1 (stereo unspecified)
36	O=C(O)C(Cc1ccccc1)N1Cc2ccccc2C1=O (stereo unspecified)
33	C=CCCC(=O)Nc1ccc(Br)cn1
37	CCc1ccc(-c2cn3c(n2)SCC3)cc1
Screen / compound no.	31	39	42	36	33	37
proCasp3 act	0	10	-1	2	-2	6
LAP4 TOR yeast	101	93	95	101	100	105
EBNA-1 inhibitor	-2	-6	-2	-3	7	-15
proCasp7 act	-15	0	-3	-1	2	1
MEP2 TOR yeast	106	96	110	103	102	105
RPL19A TOR yeast	103	99	98	103	97	96
ZTA DNA inh	3	-15	-2	-6	-6	-11
AHR activator	0	2	0	1	9	-2

Screening data: PubChem, several laboratories
